High-throughput results: PubChem, National Center for Advancing Translational Sciences (NCATS)
GFP derepression: qHTS Assay for Epigenetic Modulators. mouse C127i GFP locus derepression, cytometry, 30 h. Potency, µM (highest dose often 46.1 µM), for the others: at the top dose GFP derepression (activation). hit rate 0.09% among 68,000. AID 597, 2007; note: % of control where 0% means no effect
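Read-out is the number of GFP-positive cells, scored as fluorescent objects 20 to 120 um wide, reflecting derepression of a silenced CMV-GFP reporter in murine C127i cells after 30 h compound exposure at 37 C.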
HBB splicing: qHTS Assay for Modulators of Hemoglobin Beta Chain Splicing; AID 925, 2007; Potency, µM (top dose mostly 46.1 µM), without a hit: top-dose activation, hits mostly activators; hit rate 0.06% among 65,000; HBB splicing reporter cell assay, activation; EGFP reporter with mutant IVS2-654 intron; response scale: normalised to 500 nM splice-correcting PNA; note: potency is the fitted concentration of half-maximal effect; 0% is about no effect
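HeLa cells stably expressing EGFP interrupted by mutant beta-globin intron 2 (IVS2-654), 500/well in 2% FCS. Treated with compound for 2 days at 37C. Splicing correction scored as total well GFP intensity (488 nm excitation, 500-520 nm emission); 500 nM antisense PNA served as control.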
BRCT inh green: qHTS Assay for Inhibitors of BRCT-Phosphoprotein Interaction (Green Fluorophore) | Breast cancer type 1 susceptibility protein (Homo sapiens), P38398 | Potency, µM (highest dose often 76.9 µM), without a hit: at the highest dose activity change, negative = inhibition, actives largely listed as inhibitors | BRCA1 BRCT-phosphopeptide binding, green fluorescence polarization | hit rate 0.05% among 75,000;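 note: potency is the fitted concentration of half-maximal effect; plate controls were peptide without protein for full effect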
Target sequence (P38398 whole entry, looked up): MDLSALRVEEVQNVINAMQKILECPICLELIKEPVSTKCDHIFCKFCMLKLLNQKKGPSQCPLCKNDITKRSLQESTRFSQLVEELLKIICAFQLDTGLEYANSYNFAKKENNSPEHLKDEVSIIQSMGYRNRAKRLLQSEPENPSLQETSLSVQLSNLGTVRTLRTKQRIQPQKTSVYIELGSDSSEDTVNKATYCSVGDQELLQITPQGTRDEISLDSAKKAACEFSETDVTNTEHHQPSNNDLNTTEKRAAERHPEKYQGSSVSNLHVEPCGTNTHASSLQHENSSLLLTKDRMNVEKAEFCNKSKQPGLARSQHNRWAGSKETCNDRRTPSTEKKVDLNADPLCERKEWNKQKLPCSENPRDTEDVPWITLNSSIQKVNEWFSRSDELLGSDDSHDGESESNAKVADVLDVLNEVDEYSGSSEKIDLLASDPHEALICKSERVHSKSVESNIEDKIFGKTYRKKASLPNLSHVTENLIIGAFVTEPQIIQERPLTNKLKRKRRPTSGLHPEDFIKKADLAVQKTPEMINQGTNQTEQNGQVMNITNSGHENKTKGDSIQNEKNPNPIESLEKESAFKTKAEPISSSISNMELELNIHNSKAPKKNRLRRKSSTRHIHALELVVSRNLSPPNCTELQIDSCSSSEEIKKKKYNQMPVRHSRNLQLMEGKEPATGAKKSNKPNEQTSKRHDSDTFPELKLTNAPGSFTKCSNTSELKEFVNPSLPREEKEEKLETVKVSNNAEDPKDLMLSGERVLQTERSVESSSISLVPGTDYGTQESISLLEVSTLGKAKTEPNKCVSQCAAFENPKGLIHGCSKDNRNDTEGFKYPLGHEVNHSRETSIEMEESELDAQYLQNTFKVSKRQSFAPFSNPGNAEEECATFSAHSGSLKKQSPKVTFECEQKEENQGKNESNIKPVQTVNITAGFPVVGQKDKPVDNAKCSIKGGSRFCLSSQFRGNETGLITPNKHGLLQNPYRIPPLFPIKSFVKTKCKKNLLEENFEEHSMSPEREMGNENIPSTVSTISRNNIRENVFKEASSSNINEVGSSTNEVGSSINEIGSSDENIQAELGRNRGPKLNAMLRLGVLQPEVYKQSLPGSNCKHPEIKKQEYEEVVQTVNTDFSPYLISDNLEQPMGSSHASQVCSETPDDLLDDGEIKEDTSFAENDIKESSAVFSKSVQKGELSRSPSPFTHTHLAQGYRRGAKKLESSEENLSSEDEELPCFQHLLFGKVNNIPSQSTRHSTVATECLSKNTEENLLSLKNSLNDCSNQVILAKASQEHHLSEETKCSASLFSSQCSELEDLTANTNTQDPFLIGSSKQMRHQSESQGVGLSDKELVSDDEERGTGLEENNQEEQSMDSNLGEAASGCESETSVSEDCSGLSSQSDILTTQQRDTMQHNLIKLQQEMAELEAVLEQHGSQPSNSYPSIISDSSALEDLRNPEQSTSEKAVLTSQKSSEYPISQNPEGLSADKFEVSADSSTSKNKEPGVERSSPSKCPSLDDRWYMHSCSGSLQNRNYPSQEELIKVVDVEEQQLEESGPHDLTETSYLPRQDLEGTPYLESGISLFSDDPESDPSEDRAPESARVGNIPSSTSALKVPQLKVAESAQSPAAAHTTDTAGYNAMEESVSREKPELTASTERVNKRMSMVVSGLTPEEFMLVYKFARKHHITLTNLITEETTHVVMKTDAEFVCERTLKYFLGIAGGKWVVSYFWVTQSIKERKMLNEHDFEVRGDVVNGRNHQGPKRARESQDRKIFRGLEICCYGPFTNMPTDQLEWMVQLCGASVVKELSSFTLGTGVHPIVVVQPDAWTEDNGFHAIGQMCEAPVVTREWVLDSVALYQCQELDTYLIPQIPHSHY
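Compounds were incubated for 12 min at room temperature with a complex of 100 nM fluorescein-tagged pBACH1 decapeptide and 250 nM His-tagged BRCT protein. Buffer was phosphate pH 7.3 with EDTA, DTT and Tween 20. Disruption of binding lowers the polarization signal.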
Pol III holo inh: qHTS Assay for Inhibitors of DNA Polymerase III Holoenzyme System. reconstituted DNA polymerase III holoenzyme replication, biochemical. Potency, µM (doses to about 57.1 µM), without a hit: at the highest dose activity change, negative = inhibition. hit rate 0.25% among 71,000; note: potency is the fitted concentration of half-maximal effect; % is set by controls: 0 for no effect and ±100 for the full control effect
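Reconstituted *E. coli* holoenzyme (0.35 nM Pol III, 1 nM beta, 154 nM SSB, 2 nM primase) was preincubated with compound for 15 min at RT. Synthesis on 1.4 nM ssM13Gori ran 35 min, then was stopped with PicoGreen/EDTA and read as dsDNA fluorescence.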
Hsp90 Hop PPI: qHTS Assay for Disrupters of an Hsp90 Co-Chaperone Interaction; Potency, µM (doses to about 57 µM), without a hit: at the top dose activity change, negative = inhibition; hit rate 0.44% among 71,000; Hsp90 C-terminal peptide / TPR2A (Hop) interaction, human; AlphaScreen TPR2A-His6 binding biotin-Hsp90 C-terminal peptide; active = well fitted curve in either direction with a large enough effect; inconclusive = small, poorly fitted or top-dose-only effect, or another doubt; note: potency is the fitted concentration of half-maximal effect; % is set by controls: 0 for no effect and ±100 for the full control effect; many of its hits are not listed in these tables
A350 autofl: qHTS Assay for Spectroscopic Profiling in A350 Spectral Region | max dye-equivalent concentration, M | Compound autofluorescence, 340/450 nm, Alexa 350 dye-equivalents; stronger effect = higher value | hit rate 11% among 59,000; in the data active = max dye-equivalent concentration above about 10 nM; inconclusive = mostly about 1.1 nM to 9.6 nM
UbGFP stabilizer: Ubiquitin-GFP Assay. 67,000 tested, under 10 active. Ubiquitin-GFP reporter cells, proteasome inhibition, GFP fluorescence; response scale: untreated = 0%, 10 µM MG-132 = 100%. Potency, µM (series often up to 45.9 µM), for the others: top-dose activation (GFP accumulation), hits mostly activators; active = well fitted activation curve with a large enough effect, not every such curve was filed as active; inconclusive = small, poorly fitted or top-dose-only effect, or another doubt; inactive = no such curve, though single readings can be large or run the other way; note: potency is the fitted concentration of half-maximal effect
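Proteasome blockade was scored as a rise in GFP-expressing U2OS cells carrying a ubiquitin(G76V)-GFP construct, imaged after 4 hr compound treatment at 37 °C across a 46 uM–2.9 nM series.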
BRCT inh red: qHTS Assay for Inhibitors of BRCT-Phosphoprotein Interaction (Red Fluorophore); BRCT-phosphopeptide binding, red fluorescence polarization; Potency, µM (top dose mostly 76.9 µM), without a hit: at the top dose activity change, negative = inhibition, actives largely listed as inhibitors; hit rate 0.03% among 75,000; AID 892, 2007; note: % is set by controls: 0 for no effect and ±100 for the full control effect
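Rhodamine-labelled pBACH1 10-mer (100 nM) bound to BRCT domain (100 nM) at pH 7.3; compounds incubated 12 min room temperature, polarization read. Free peptide defines full inhibition; unlabelled decapeptide titrated as control.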
CRE Fsk mod: Cell signaling CRE-BLA (Fsk stim). CHO CRE-bla reporter (cAMP response element driving beta-lactamase), forskolin EC10, beta-lactamase ratio. Potency, µM (series often up to 38.2 µM), without a hit: at the highest dose activity change, negative = inhibition, hits mostly activators. hit rate 2.5% among 71,000. AID 662, 2007; active = well fitted activation curve with a large enough effect in the signal ratio, with a control signal flat, not every such curve was filed as active; inconclusive = small, poorly fitted or top-dose-only effect, or effect the other way, or a change in a side signal; the % refers to the signal ratio; note: potency is the fitted concentration of half-maximal effect; % of control where 0% means no effect
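qHTS titration format; CRE-bla CHO reporter; stimulus EC10 NKH 477, a water-soluble forskolin. Read: CCF4 460/530 nm ratio. Potency expressed as AC50 for activators or inhibitors.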
ALOX15 inhib: qHTS Assay for Inhibitors of 15-hLO (15-human lipoxygenase) | AID 887, 2007 | Polyunsaturated fatty acid lipoxygenase ALOX15 (Homo sapiens), P16050 | hit rate 1.4% among 74,000 | Potency, µM (doses to about 57.1 µM), for inactives: top-dose activity change, negative = inhibition, usual class: inhibitors | purified 15hLO-1, xylenol orange hydroperoxide absorbance; note: potency is the fitted concentration of half-maximal effect; % is set by controls: 0 for no effect and ±100 for the full control effect; nearly all actives have a fitted effect of over 55% in size
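Compounds were preincubated 15 min at room temperature with 40 nM purified human enzyme (25 mM Hepes pH 7.5, 0.01% Triton X-100); 50 uM arachidonic acid reacted 6 min. Fe-xylenol orange detection, 30 min, absorbance ratio 573/405 nm.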
4MU fluor: qHTS Assay for Spectroscopic Profiling in 4-MU Spectral Region. compound autofluorescence, 340/450 nm, 4-MU equivalents; stronger effect = higher value. max dye-equivalent concentration, M. hit rate 11% among 59,000. AID 589, 2007; in the data active = max dye-equivalent concentration above about 10 nM; inconclusive = mostly about 1.1 nM to 9.6 nM
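Compounds in 100 mM Tris, pH 8.0, sat 15 min at room temperature before fluorescence was read at 340 nm excitation/450 nm emission; a per-plate six-point 4-MU standard curve converted signals to dye-equivalent concentration at each compound concentration.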
Numbers without * were called inactive; i = inactive; u = inconclusive; x = no result given; [ ] = dose if it differs, or a comment. Unless noted, calls come from the whole dose curve; as a rule, active = well fitted curve in the direction sought with a large enough effect; inconclusive = small, poorly fitted or top-dose-only effect, or another doubt; inactive = no such curve, though single readings can be large; an effect the other way counts as inactive or inconclusive.

1) CCOC(=O)c1c(NC(C)=O)sc2c1CCCNC2=O
2) CN(Cc1nc2ccccc2c(=O)[nH]1)CC(O)COCc1ccco1 (configuration not stated)
3) CC12CCC(C(=O)N3CCCc4ccccc43)(CC1=O)C2(C)C (configuration not stated)
4) COc1cc2c(cc1NC(C)=O)CCCC2
5) Cc1ccc(C2c3c(-c4ccccc4O)n[nH]c3C(=O)N2Cc2ccncc2)cc1 (configuration not stated)
6) O=C(Nc1cnccn1)c1cccnc1
7) Cn1c(C(=O)NCc2ccco2)cc2c(=O)[nH]c3ccccc3c21
8) O=C(CSc1ncn(-c2ccccc2)n1)Nc1ccc2c(c1)OCCO2

assay / entry	1	2	3	4	5	6	7	8
GFP derepression	0%	2%	2%	-2%	2%	1%	-1%	-2%
HBB splicing	x	1.7%[57.5 µM]	-1.7%	-0.5%[0.0738 µM]	-2.8%[0.369 µM]	0.7%	-0.9%	-0.3%
BRCT inh green	0.5%	-0.2%	0.6%	-1.4%	1.8%	-0.8%	1.8%	0.8%
Pol III holo inh	-4%	-1%	4%	-2%[11.4 µM]	2%	3%	-8%	4%
Hsp90 Hop PPI	-1%	-2%	-3%	-1%[11 µM]	-8%	-9%	-7%	-1%
A350 autofl	i	i	x	x	i	i	i	u
UbGFP stabilizer	-1%	-1%	3%	3%[9.17 µM]	-2%	4%	-9%	6%
BRCT inh red	-1.9%	-0.6%	-1.7%	0.4%	-1.7%	0.0%	-3.2%	-1.8%
CRE Fsk mod	13µM*	-11%	-2%	u	30%	-8%	u	-1%
ALOX15 inhib	9%	29%	7%	-5%[11.4 µM]	u	14%	-4%	u
4MU fluor	i	i	x	x	i	i	i	i

9) C=CCN1C(c2ccc(OCC)cc2)=CS/C1=C(\C#N)c1nnc2n1CCCCC2
10) Cc1ccc(-c2nn3c(C)nnc3s2)cc1NC(=O)COc1ccc(Cl)cc1
11) O=C(c1ccco1)N1CCN(C(=O)C2CCN(S(=O)(=O)c3cccc4nsnc34)CC2)CC1
12) CN(C)c1cc(-c2cccc(NS(C)(=O)=O)c2)ncn1
13) O=C(NC12CC3CC(CC(C3)C1)C2)N1CC2Cc3cccc(=O)n3C(C2)C1 (configuration not stated)
14) CCCCn1c(SCC(=O)c2ccc3c(c2)OCCO3)nnc1-c1ccoc1C
15) CC(c1ccccc1)n1cnc2ccccc21 (configuration not stated)
16) C=CCn1c(C)cc(C(=O)COC(=O)COc2ccccc2C#N)c1C

assay / entry	9	10	11	12	13	14	15	16
GFP derepression	-2%	x	3%	-1%[9.22 µM]	2%	-1%	2%	1%
HBB splicing	-0.3%[57.5 µM]	0.3%	-0.4%	-1.6%	x	-0.7%	-1.4%	-1.4%
BRCT inh green	-0.6%	1.3%	-0.1%	-0.2%	-2.4%	-1.3%	0.0%	0.8%
Pol III holo inh	-6%	-8%	-2%	-7%	-4%	-8%	0%	4%
Hsp90 Hop PPI	-8%	1%	-4%	6%	2%	-5%	-3%	-7%
A350 autofl	i	x	u	i	i	i	x	u
UbGFP stabilizer	-1%	4%	4%	2%	2%	-6%	-3%	6%
BRCT inh red	-0.7%	-2.6%	-1.0%	-2.1%	-1.1%	-0.1%	0.3%	1.1%
CRE Fsk mod	-11%	-3%	u	u	8%	6%	5%	u
ALOX15 inhib	-4%	1%	-4%	u	2%	8%	7%	1%
4MU fluor	i	x	u	i	i	i	x	i

17) COCC(=O)N1CCC2(CC1)CN(c1ccccn1)C2
18) OC(c1cccnc1)c1cccs1 (configuration not stated)
19) CCOC(=O)C(C(=O)OCC)C(C#N)c1ccccc1 (configuration not stated)
20) CCOC(=O)COn1c(=O)c(-c2cccs2)[n+]([O-])c2ccccc21
21) O=S1(=O)C=C(Sc2nc3ccccc3s2)c2ccccc21
22) COc1ccc(CC(=O)Nc2c3c(nn2-c2cccc(Cl)c2)CS(=O)C3)cc1 (configuration not stated)
23) CC(=O)c1cccc(NC(=O)Nc2cnn(Cc3ccc(F)cc3)c2)c1
24) c1ccc(CCc2nn3c(Cn4cnc5ccccc54)nnc3s2)cc1

assay / entry	17	18	19	20	21	22	23	24
GFP derepression	2%[9.22 µM]	0%	4%	-3%	-1%	2%	3%	3%
HBB splicing	1.5%	x	-1.1%[57.5 µM]	1.3%	-2.1%	-0.2%	0.2%	-0.9%
BRCT inh green	-2.2%	0.8%	-1.3%	-3.6%	-0.5%	-0.7%	0.7%	0.4%
Pol III holo inh	-3%	-2%	-8%	0%	-6%	-4%	-2%	-2%
Hsp90 Hop PPI	8%	-1%	-2%	-12%	-10%	-5%	-6%	-5%
A350 autofl	i	i	i	1.2e-07M*	2e-08M*	i	i	i
UbGFP stabilizer	-16%	1%	-3%	-8%	-2%	7%	3%	16%
BRCT inh red	-0.5%	0.3%	-0.4%	0.5%	-1.6%	0.7%	0.4%	0.3%
CRE Fsk mod	-10%	4%	-5%	u	10%	4%	u	u
ALOX15 inhib	8%	11%	11%	u	u	10%	-3%	-21%
4MU fluor	i	i	i	9.9e-08M*	3e-08M*	i	i	i

25) CCOc1ncccc1C(=O)Nc1cccc(C(=O)Nc2cccc(S(=O)(=O)CCO)c2)c1
26) O=C(CN(Cc1ccc(F)cc1)C(=O)c1ccco1)NCc1ccc(F)cc1
27) CCOC(=O)c1c(C)c(C(=O)NCCOC)c(C)n1CC
28) COc1ccc(OC)c(C(=O)CSc2nc3cccnc3n2C)c1
29) CCCC(=O)CN1C(=O)C2(OCCO2)c2ccccc21
30) NC(=O)c1oc2ccccc2c1NC(=O)C1CCCCC1
31) CCNc1nc(OC)nc(SCC(N)=O)n1
32) N#Cc1cccc(-c2nccc(NCc3cccs3)n2)c1

assay / entry	25	26	27	28	29	30	31	32
GFP derepression	2%	-3%	2%	1%	0%	x	3%	6%[9.22 µM]
HBB splicing	-0.8%	0.0%[57.5 µM]	0.2%	0.0%	-0.5%	-1.0%	-0.9%	1.3%
BRCT inh green	1.7%	0.0%	-2.9%	-0.6%	-1.0%	-1.2%	0.6%	-2.4%
Pol III holo inh	-3%	0%	0%	-7%	-1%	2%	-12%	1%
Hsp90 Hop PPI	-1%	0%	3%	-3%	4%	-2%	2%	12%
A350 autofl	i	i	i	1.1e-08M*	i	x	i	i
UbGFP stabilizer	-2%	0%	8%	-5%	5%	-3%	-3%	0%
BRCT inh red	-0.3%	0.3%	-1.1%	0.0%	-0.6%	-0.5%	1.3%	-0.9%
CRE Fsk mod	u	-13%	14%	u	1%	6%	6%	u
ALOX15 inhib	-3%	9%	3%	5%	4%	-4%	9%	-13%
4MU fluor	i	i	i	2.9e-08M*	i	x	i	i

33) CC(C)(C)NC1=CC(=O)OC12CCCCC2
34) CCOc1ccc2[nH]c(=O)c(CN(Cc3cccs3)Cc3nnnn3C(C)(C)CC)cc2c1
35) Cc1c(C(=O)O)oc2c1C(O)CC(C)(C)C2 (configuration not stated)
36) CCNc1nc(NC(C)C)nc(Oc2ccc(OCCOc3ccc(C)cc3)nn2)n1

assay / entry	33	34	35	36
GFP derepression	3%	-4%	-2%	2%
HBB splicing	-0.7%[0.0738 µM]	-7.8%	1.6%[0.369 µM]	-0.6%[0.0738 µM]
BRCT inh green	-1.3%	2.0%	0.7%	0.4%
Pol III holo inh	2%[11.4 µM]	17%	-12%	1%[11.4 µM]
Hsp90 Hop PPI	-5%[11 µM]	0%	-3%	-7%[11 µM]
A350 autofl	x	8.1e-08M*	2.1e-08M*	x
UbGFP stabilizer	-6%[9.17 µM]	-4%	x	5%[9.17 µM]
BRCT inh red	-1.2%	0.0%	0.3%	-0.9%
CRE Fsk mod	u	u	-10%	u
ALOX15 inhib	9%[11.4 µM]	-9%	17%	-2%[11.4 µM]
4MU fluor	x	6.9e-08M*	1.4e-08M*	x
